Bioassay records deposited in PubChem BioAssay by several laboratories.
bCat nuc transl: modulators of beta-catenin nuclear translocation, primary screen, imaging, HeLa cells, immunofluorescence, high-content; nuclear translocation activity, % at 5 µM; hit rate 0.3% among 190,000;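 active = nuclear translocation activity above 50% at 5 µM, with a well cell count of 50 or more; inconclusive = wells under 50 cells across six images, flagged as toxic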;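 also: per-cell ratio of nuclear to cytoplasmic median beta-catenin stain intensity; plate controls were DMSO negative control for no effect and GSK-3 inhibitor IX positive control for full effect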
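Test system: human HeLa cells, endogenous beta-catenin. Times: 24 h compound exposure, 37°C. Measured by: beta-catenin immunofluorescence imaging with DAPI.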
XIAP antagonists: XIAP antagonists, biochemical, IAP family, fluorescence polarization (AID 1018) | E3 ubiquitin-protein ligase XIAP (Homo sapiens) | XIAP BIR domain, fluorescence polarization peptide displacement; higher % means a stronger effect | displacement, % at 20 µM, or IC50 in µM where a hit was titrated | hit rate 0.007% among 200,000; in the data active = displacement above about 50%; also: a part of the inactive calls stands beside numbers as strong as those of hits
ER stress rescue: rescue of cells from ER stress-induced death, primary screen, 384-well, CSM14.1, thapsigargin, ATP luminescence (AID 1222). CSM14.1 thapsigargin-induced death rescue, ATP luminescence; higher % means a stronger effect. cellular ATP content (survival), % at 20 µM, or EC50 in µM where a hit was titrated. 190,000 tested, under 10 active;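 active = EC50 below 50 µM in the dose-response confirmation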;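 also: death triggered by thapsigargin at about 15 µM added after 2 h compound pretreatment; cell ATP read after overnight thapsigargin exposure of roughly 18 to 22 hours; normalized against plate controls of thapsigargin alone and 5% DMSO vehicle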
Hep lipid drop: inhibitors of hepatocyte lipid droplet formation, primary screen, imaging, high-throughput imaging, BODIPY stain; AML12 mouse hepatocytes, oleate lipid droplets; inhibition, % at 6.5 µM; hit rate 0.4% among 240,000; AID 1656, 2009;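 active = lipid droplet intensity inhibited by at least 50%, with more than 500 cells counted; inconclusive = wells with under 300 cells, treated as cytotoxic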
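System: AML12 hepatocytes (mouse). Probe or stimulus: oleic acid at 100 µM to induce lipid droplet formation. Times: overnight treatment with compound plus oleate. Detection: Image-based BODIPY and DAPI two-channel analysis. Evaluation: percent inhibition of filter-corrected integrated lipid droplet intensity per well.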
MT stabilize HCS: microtubule stabilizers in HeLa cells, primary screen, imaging, high-content imaging | HeLa tubulin immunostaining HCS, 24 h; share of cells brighter than vehicle mean+2SD | % tubulin-high responders, % at 10 µM | hit rate 0.83% among 200,000 | AID 2205, 2009;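 active = plate Z-score above 3 for both tubulin-high and condensed-nucleus cell shares, with cell loss under 80%, at 10 µM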;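 also: anti alpha tubulin signal scored within the nucleus-defined area of each cell; some results filed as inactive read as strong as hits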
WT yeast gro inh: growth inhibition of WT strain, primary screen, mitochondrial fusion inhibitor project, WT and mutant strains, chemical genetic. mitochondrial fusion phenotypic screen. inhibition, % at 10 µM. hit rate 2.1% among 190,000. AID 1362, 2008; in the data active = inhibition above about 58%; tested in S. cerevisiae
Autophagy HCS: autophagy modulators in MEF cells, primary screen, imaging, high-content, MEF GFP-LC3 | MEF GFP-LC3 puncta imaging; test concentration mostly 10 µM | hit rate 0.98% among 190,000 | calls only at 10 µM (by protocol);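 active = percentage of spot-positive cells more than 3 SD above its plate mean, without a fluorescence outlier flag or 80% toxicity; inconclusive = no clear call, values can overlap the other calls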;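 also: spot-positive cell cutoff set from DMSO-treated cells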
Dynein cargo inh: inhibitors of GR-EGFP nuclear translocation, primary screen, dynein cargo transport inhibitor project, imaging, high-content, 3617.4 mouse cells; z-score, hits read low; test concentration mostly 20 µM; stimulated with dexamethasone, 1 µM; stronger effect = lower value; hit rate 0.47% among 220,000;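 active = plate z-score of nuclear minus cytoplasmic receptor signal below a set negative limit, without overly bright fluorescence or cell loss, cut at about -3.5 in these data, passing the limit was not always enough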;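 also: z-score of nuclear minus cytoplasmic ring GR-EGFP intensity difference per well; some compounds called inactive have numbers as strong as hits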
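Medium: Induction medium lacking tetracycline, stripped serum | Probe or stimulus: 1.0 µM final dexamethasone stimulus | Schedule: 48 h induction, then 1 h compound, then 30 min agonist, 37 °C | Signal: Automated 10x imaging of fixed Hoechst-stained cells | Evaluation: Per-cell GR-EGFP intensity, nucleus versus surrounding cytoplasmic ring, well-averaged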
Insulin prom up: insulin promoter activators in MIN6 cells, imaging, high-content screening, mouse beta cells. MIN6 insulin promoter-GFP reporter; stronger effect = higher value. z-score at 5 µM. hit rate 0.3% among 190,000;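 active = z-score above 3 at 5 µM with at least 500 cells counted in the well; inconclusive = wells under 500 cells, flagged as cytotoxic or low count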
WT yeast gro inh mutant strain: recorded beside WT yeast gro inh, whose call it bears; inhibition, %; mitochondrial fusion phenotypic screen, mutant strain inhibition
Dynein cargo inh cytoplasmic EGFP: further read-out of Dynein cargo inh, marked with its call; z-score; measured here: cytoplasmic GR-EGFP intensity; stronger effect = higher value
Dynein cargo inh nuclear GR-EGFP: second read-out of Dynein cargo inh, no call of its own (marks repeat the call); z-score; measured here: nuclear GR-EGFP intensity;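 lower value marks the stronger effect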
Dynein cargo inh cell count: second read-out of Dynein cargo inh, no call of its own (marks repeat the call); z-score; measured here: cell count per field
Insulin prom up cell count: recorded beside Insulin prom up, whose call it bears; cell count; measured here: cytotoxicity, nuclei count;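 total cells summed across four imaged fields per well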
Hep lipid drop cells 6.5 µM: second read-out of Hep lipid drop, no call of its own (marks repeat the call); cell count; measured here: cell count, cytotoxicity flag;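 cells counted across two imaged fields per well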
bCat nuc transl cell count 5 µM: further read-out of bCat nuc transl, marked with its call; cell count; measured here: cell count, cytotoxicity flag
MT stabilize HCS Hoechst-high %: further read-out of MT stabilize HCS, marked with its call; % Hoechst-high responders; measured here: nuclear condensation Hoechst responders;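 share of cells brighter than vehicle mean plus two SD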
MT stabilize HCS cytotoxicity %: further read-out of MT stabilize HCS, marked with its call; toxicity, %; measured here: cytotoxicity by cell density;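 0% = mean cell density of plate MIN control wells and 100% = no cells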
Autophagy HCS cell loss 18 h: further read-out of Autophagy HCS, marked with its call; toxicity, %; measured here: cell loss, nuclei count;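 cell loss after 18 h compound exposure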
Starred values were filed as active, the others as inactive; i = inactive; ? = inconclusive; . = no result given; & = joins results of further samples.

Values run as follows: bCat nuc transl, bCat nuc transl cell count 5 µM, XIAP antagonists, ER stress rescue, Hep lipid drop, Hep lipid drop cells 6.5 µM, MT stabilize HCS, MT stabilize HCS Hoechst-high %, MT stabilize HCS cytotoxicity %, WT yeast gro inh, WT yeast gro inh mutant strain, Autophagy HCS, Autophagy HCS cell loss 18 h, Dynein cargo inh, Dynein cargo inh cytoplasmic EGFP, Dynein cargo inh nuclear GR-EGFP, Dynein cargo inh cell count, Insulin prom up, Insulin prom up cell count
- Cc1ccc(CSCCNC(=O)CN(c2cccc([N+](=O)[O-])c2)S(C)(=O)=O)cc1
    1.3, 1593, -2.8%, -0.4%, -10, 673, 2.2, 2.7, 11, -1, 11, i, -14, 0.046, -0.094, 0.36, -0.55, -0.22, 1504
- O=C(C(Cc1ccccc1)n1cccc1)N1CCN(Cc2ccccc2)CC1 (stereo not drawn)
    ., ., -1.6%, 3.3%, ., ., 6.5, 2.1, 1.2, 2, 15, i, 3, 0.7, 0.032, 0.62, -1.8, -0.12, 897
- Cc1ccc(N(Cc2ccc(C(=O)Nc3ccccc3C(=O)NCc3ccco3)cc2)S(C)(=O)=O)cc1C
    -0.5, 1175, -7.3%, -2.7%, 0, 735, 2.9, 1.8, 6.4, 2, 0, i, -8, 0.3, 0.064, 0.34, -0.24, ., .
- CCOC(=O)C1CCCN(C(=O)CS(=O)(=O)Cc2ccccc2)C1 (stereo not drawn)
    ., ., -0.4%, -2.5%, 18, 734, 3.4, 2.7, 6.1, 60*, -17*, i, -6, -0.11, -0.22, 0.28, 0.42, 0.99, 1268
- CCCn1c(NCc2ccccc2NS(=O)(=O)c2ccc(C)cc2)nc2ccccc21
    -3.2, 1166, -3.8%, -2.4%, 0, 707, 21*, 33*, 32*, -12, -2, i, 3, -1.1, 0.58, -0.32, 0.85, -0.11, 1528
- COc1cc(NC(=S)N2CCN(CCO)CC2)c(OC)cc1Cl
    0.2, 1083, 1.2%, 1.3%, 4, 625, 2.4, 1.6, 13, 4, 13, i, -5, 0.62, -0.32, 0.11, -0.25, 0.16, 1575
- O=C1CSC(c2ccccc2F)N1c1ccccc1 (stereo not drawn)
    -1.6, 555, -2.9%, -2.0%, -44, 734, 2.8, 2.1, 8.5, 3, -7, i, 1, -0.6, -0.28, -0.25, 0.29, ., .
- COc1ccc(/C=C/c2cc(-c3ccc(C)cc3)o[n+]2C)cc1
    -3.4, 1270, 2.7%, -0.8%, ., ., 5.4, 20, 33, 58*, 47*, i, -2, -0.99, -0.2, 0.092, 1, ?, .
- COc1ccc2oc(=O)c(-c3nc(C)cs3)cc2c1
    2.1, 1147, -13%, -0.2%, ., ., 3.0, 2.5, 2.6, 4, -2, i, 27, -0.055, -0.28, 0.62, 0.093, 0.15, 1400
- CCCCNS(=O)(=O)c1ccc2nc(SCC(=O)Nc3cc(C)cc(C)c3)[nH]c2c1
    -4.0, 529, 2.2%, 6.3%, -25, 665, 3.5, 1.7, 10, -5, -13, i, -4, -0.2, -0.11, -0.46, -0.055, -0.58, 1343
- O=C(C(NS(=O)(=O)c1cccs1)c1ccccc1)N1CCN(c2ccccc2)CC1 (stereo not drawn)
    ., ., -6.7%, -1.1%, ., ., 4.9, 4.0, 8.9, -17, 24, i, 11, -1.2, -0.21, -0.36, 0.86, ., .
- C/C(=N/NC(=O)c1ccncc1)C1=C(O)CC(C)(C)CC1=O
    -3.0, 1116, -2.0%, -1.1%, 14, 689, 2.3, 2.5, 5.9, -2, 9, i, -8, 0.91, -0.21, 0.058, -0.001, -0.13, 1259
- COC(=O)CN(c1ccc(C)c(Cl)c1)S(C)(=O)=O
    -2.7, 1053, -8.8%, -2.8%, -2, 548, 2.1, 1.8, 4.1, 14, 25, i, -1, 0.94, -0.14, 0.67, 0.44, 0.56, 1701
- O=C(NCc1ccc2c(c1)OCO2)C1CCC(=O)N1C1CCCCC1 (stereo not drawn)
    0.9, 1328, ., ., 15, 740, ., ., ., ., ., ., ., 0.2, -0.27, 0.56, -0.34, 0.9, 1042
- Cc1ccc(-c2nnc(-n3nc(C)cc3C)c3ccccc23)cc1
    -0.2, 1085, 0.3%, 1.2%, 3, 690, 2.3, 2.7, 4.2, 13, 8, i, 21, -0.2, -0.066, 0.1, 0.18, -0.19, 1493
- C/C(=N/NC(=O)c1cccnc1)C1=C(O)CC(C)(C)CC1=O
    -0.6, 1065, -2.3%, 2.7%, -10, 695, 2.9, 1.9, 0.7, 15, 4, i, 5, -0.23, -0.3, 0.4, 0.26, 0.14, 1188
- CN1CCN(CCCc2c3c(cc4c2CCC4)CCC3)CC1
    -0.4, 437, -5.3%, 1.1%, 5, 591, 3.7, 3.6, 6.7, 9, 1, i, -11, -1.5, -0.24, -0.61, 1.2, ., .
- Nc1nc(CN2CCN(c3cccc(Cl)c3)CC2)nc(N2CCCc3ccccc32)n1
    0.5, 1232, -1.3%, 1.0%, -11, 764, 2.2, 2.9, 24, 45, 24, i, -2, -0.0089, -0.25, 0.15, 1.4, 0.68, 1203
- CSc1ccccc1NC(=O)Nc1cccc(Cl)c1C
    0.1, 1081, 1.0%, 2.3%, -20, 736, 2.3, 2.0, 0.5, 10, -16, i, -5, 0.45, -0.24, 0.27, -0.56, -0.64, 1219
- O=S(=O)(c1ccc(N=C2NN=C(c3cc(F)ccc3F)CS2)cc1)N1CCOCC1
    -1.3, 1041, -5.9%, -1.8%, 9, 681, 4.6, 2.6, 4.7, 31, -8, i, 3, -0.33, -0.32, -0.26, 0.68, 0.65, 1105
- NC(N)=N/N=C/c1c(Cl)cccc1Cl
    -0.8&2.4, 1328&508, -6.5%, -2.1%, -3&4, 602&691, 4.2, 2.8, 8.2, 14, 0, i, 9, 1.1&0.6, -0.16&-0.29, 1.3&0.5, -1.8&0.83, ?, .
- COc1ccc2c(c1)S(=O)(=O)c1ccccc1N2
    2.0, 1259, ., ., 5, 713, ., ., ., ., ., ., ., 0.34, -0.22, 1.2, -0.25, 0.02, 1121
- COc1ccccc1CNC(=O)CSc1cc(=O)n(C)c2ccccc12
    -1.7, 1142, -8.1%, -0.9%, 4, 627, 3.0, 2.1, 2.4, -3, -9, i, 12, 0.22, -0.29, 0.21, 0.26, ., .
- O=C(Cc1ccc(Cl)c(Cl)c1)Nc1cccc2ncccc12
    -0.8, 1050, -18%, 0.6%, -6, 683, 3.0, 2.0, 3.4, 11, -12, i, 8, -0.54, -0.17, -0.33, 0.98, 0.59, 1104
- O=C(N/N=C/C(Br)=C/c1ccccc1)C(O)c1ccccc1 (stereo not drawn)
    0.9, 1319, ., ., 6, 501, ., ., ., ., ., ., ., -1.1, -0.24, -0.68, 1.5, 0.18, 974
- CN(C)c1cc[n+](CC(=O)Nc2c(Cl)cc(Cl)cc2Cl)cc1
    -1.9, 1007, -2.9%, 1.1%, -2, 727, 2.2, 1.9, 6.7, 4, 7, i, 25, -0.21, -0.2, 0.07, 0.16, 0.12, 1664
- COc1cnc(SCc2ccc(Cl)c(Cl)c2)nc1Cl
    ., ., -1.8%, -1.8%, ., ., 1.5, 1.6, 0.9, 48, 31, i, -3, 0.12, 0.095, -0.41, -0.26, ., .
- S=C(NCC1CCCO1)N1CCN(c2ccc(Cl)c(Cl)c2)CC1 (stereo not drawn)
    -0.5, 1043, -5.4%, -1.4%, -10, 656, 1.8, 0.9, 15, 35, 26, i, 12, -1.1, -0.19, -0.55, 0.74, -1.2, 1503
- Cn1c(SCC(=O)Nc2cccc(S(=O)(=O)NC3=NCCCCC3)c2)nnc1-c1ccncc1
    -5.1, 1065, -10%, -0.8%, -4, 689, 2.0, 1.6, 4.5, 6, 10, i, -2, -1.6, -0.33, -0.81, 1.4, 0.62, 1297
- N=c1c2c3c(sc2ncn1Cc1ccco1)CCCCC3
    -5.9, 500, -5.5%, -3.5%, -11, 581, 4.3, 1.9, 7.9, -2, -12, i, 5, 0.73, -0.22, 0.46, -0.35, 0.48, 1219
- C=CCNC(=O)C1CC(c2cccc(OC)c2)=NO1 (stereo not drawn)
    -1.0, 978, -5.2%, -0.1%, ., ., 5.9, 2.7, 5.8, -6, -6, i, -30, -0.92, -0.32, -0.31, 0.69, -0.04, 1616
- Cc1ccccc1Nc1c([N+](=O)[O-])ccc2c1=NC1(CCCCC1)N=2
    -2.8, 859, -3.5%, -1.3%, ., ., 4.3, 2.0, 13, 16, 21, i, 9, -0.82, 0.19, -0.098, 0.18, 0.32, 1384
- Cc1ccc(C(=O)O/N=C2\CCS(=O)(=O)c3sccc32)cc1
    4.7, 1444, -5.8%, 2.7%, ., ., 1.6, 1.8, 9.2, 1, -2, i, 1, -1.5, -0.2, -0.67, 1.3, 0.14, 1472
- O=C(COC(=O)/C=C/c1ccc(Cl)cc1)NCCC1=CCCCC1
    ., ., -7.7%, -2.1%, -13, 651, 2.1, 3.0, 5.7, 2, 6, i, -2, -1, -0.27, -0.84, 0.25, 1.7, 1310

Rows were taken by chance; any-hit rate near 4%.
